# SKKanGAS inh – inhibitors of SKKanGAS S. pyogenes growth in kanamycin (SK-promoter or general growth effect); inhibition, % at 7.5 µM; 300,000 compounds, 1.3% hits; BacTiter-Glo, 6 h;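 active = mean replicate score, as percent of positive control median, at least 50; inconclusive = mean below 50 but one replicate at or above 50; inactive = mean and every replicate below 50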;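 note: strain carries kanamycin resistance gene driven by streptokinase promoter and grows in 40 µg/ml kanamycin; loss of luminescence reflects streptokinase promoter inhibition or plain growth inhibition; 0% = median of DMSO wells and 100% = positive control at its reference dose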
# hERG rescue – shields human hERG channel from block by proarrhythmic agents; CHO-hERG, FluxOR thallium flux, dofetilide IC70 present; activation (rescue from dofetilide block), less the hit threshold, % at 10 µM; 310,000 compounds, 0.51% hits; AID 1511;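 active = activation above the mean of controls blocked by dofetilide plus 5 SD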;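 note: thallium influx through hERG after potassium depolarization seen as dye fluorescence rise; in these data hits start at about 4.7%; inactives centre near -7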
# TMEM16A act – activators or potentiators of mouse TMEM16A chloride channel. Q8BHY3. HEK293 TMEM16A/YFP-H148Q/I152L, iodide quench fluorescence; active compounds read low. B-score at 10 µM. 340,000 compounds, 0.3% hits. AID 623877;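 active = fluorescence-ratio B-score plate-corrected deviation score at least 3 library SD below zero, with starting fluorescence score within 5 deviations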;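 note: channel opened by trigger with iodide after compound preincubation; score built on the fluorescence ratio of max minus min over baseline; more negative score means more quench and so TMEM16A activation or potentiation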
# HDAC3 inhib – human HDAC3 inhibition; O15379; recombinant HDAC3, fluorogenic peptide/trypsin coupled, fluorescence; inhibition, % at 8.3 µM; 320,000 compounds, 0.15% hits; in the data active = inhibition above about 26%, passing the limit was not always enough; inconclusive = no clear call, values can overlap the other calls
# Target sequence (O15379 whole entry, looked up): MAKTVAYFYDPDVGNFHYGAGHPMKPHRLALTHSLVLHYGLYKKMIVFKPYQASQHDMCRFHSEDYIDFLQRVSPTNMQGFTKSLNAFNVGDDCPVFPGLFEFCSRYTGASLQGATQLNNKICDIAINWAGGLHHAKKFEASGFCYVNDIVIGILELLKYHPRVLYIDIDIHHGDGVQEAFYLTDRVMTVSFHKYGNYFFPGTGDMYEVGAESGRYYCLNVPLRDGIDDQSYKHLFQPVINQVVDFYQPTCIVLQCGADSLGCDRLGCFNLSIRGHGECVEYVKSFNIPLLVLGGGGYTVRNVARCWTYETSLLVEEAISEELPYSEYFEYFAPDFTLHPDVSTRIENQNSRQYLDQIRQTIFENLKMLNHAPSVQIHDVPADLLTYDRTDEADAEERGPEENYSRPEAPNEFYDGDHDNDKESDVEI
# KCNQ1 pot – potentiators or activators of human KCNQ1 potassium channel; P51787; CHO-K1 KCNQ1, thallium flux FluxOR fluorescence; active compounds read high; B-score at 10 µM; 310,000 compounds, 0.35% hits;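 active = fluorescence ratio B-score, a plate-corrected score, at least three library SD, with initial intensity B-score within 5 SD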
#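 System: Stable KCNQ1 CHO-K1 line | Incubation: 90 min dye loading and 20 min compound exposure, both at room temperature | Measure: Ratio B score | Medium: Assay buffer for compound exposure, DMSO matched across wells | Compound dosing: Single-concentration screen | Probe or stimulus: K+/Tl+ depolarizing stimulus | Measured by: Kinetic FluxOR fluorescence, 10 s baseline plus 110 s post-stimulus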
# KCNQ1 inh – blocks the human KCNQ1 potassium channel; P51787; CHO-K1 KCNQ1, FluxOR thallium flux fluorescence; active compounds read high; B-score at 10 µM; 310,000 compounds, 1.3% hits; AID 2642;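 active = compounds whose thallium flux B-score, printed positive for inhibition, exceeds three library SD while starting fluorescence stays within three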;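 note: channel opened by potassium depolarization with thallium stimulus after 20 min compound exposure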
# TMEM16A inh – mouse TMEM16A channel inhibition, primary screen. AID 588511. normalized B-score (activity score, 25-100; higher = stronger inhibition) at 10 µM. HEK293 TMEM16A/YFP iodide influx fluorescence, ionomycin. Q8BHY3. 310,000 compounds, 1.2% hits;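 active = ratio plate-corrected score three or more library SD toward inhibition, starting fluorescence score within five deviations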;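 note: score derived from kinetic fluorescence span divided by baseline fluorescence per well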
# RGS4 block – inhibitors of human RGS4; P49798; HEK293 M3R/RGS4 inducible, Fluo-4 calcium flux; active compounds read high; triggered by carbachol at its EC20; B-score at 10 µM; 310,000 compounds, 0.45% hits; AID 463165;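 active = B-score, a plate-corrected calcium signal, over three deviations above library mean, with baseline fluorescence within five deviations of library mean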;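 note: RGS4 expression induced by doxycycline in cells with stable M3 receptor; B-score is computed from the integrated fluorescence ratio over baseline after carbachol; higher B-score means a larger calcium signal and so more RGS4 inhibition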
# Target sequence (P49798 whole entry, looked up): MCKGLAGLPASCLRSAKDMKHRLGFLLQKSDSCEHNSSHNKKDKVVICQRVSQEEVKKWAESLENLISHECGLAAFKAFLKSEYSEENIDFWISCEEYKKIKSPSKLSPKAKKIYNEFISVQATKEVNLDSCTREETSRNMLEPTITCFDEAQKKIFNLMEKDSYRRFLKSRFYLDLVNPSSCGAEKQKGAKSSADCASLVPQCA
# KCNK3 inh – human KCNK3 channel inhibition, primary screen. O14649. CHO-KCNK3 thallium flux, FluxOR fluorescence; active compounds read low. B-score at 10 µM. 340,000 compounds, 0.84% hits. AID 602410;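 active = B-score under library mean minus 4 SD, starting fluorescence ratio at most library mean plus 5 SD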;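 note: more negative B-score means stronger inhibition of thallium flux through KCNK3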
# RGS4 pot – RGS4 potentiation or activation | HEK293 M3R/inducible RGS4, carbachol calcium flux Fluo4; active compounds read low | B-score at 10 µM | 310,000 compounds, 0.92% hits;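 active = B-score of the integrated calcium signal more than 4 SD below the library mean, with starting fluorescence not abnormally high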;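 note: negative B-score means reduced calcium response which marks RGS4 activation or potentiation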
#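 System: HEK293 FlpIn-TREx cells, stable M3R, doxycycline-inducible RGS4. Timing: overnight RGS4 induction, 30 min dye load 37 °C, 20 min compound RT. Also added: carbachol, ECmax concentration. Measured by: Fluo4 fluorescence kinetic imaging of calcium. Evaluation: integrated calcium ratio converted to B score.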
# KCNK9 inh – inhibitors of human KCNK9 two-pore domain potassium channel. Q9NPC2. HEK293 KCNK9, FluxOR thallium flux fluorescence; active compounds read low. B-score at 10 µM. 310,000 compounds, 1.2% hits. AID 488922;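 active = ratio B-score over 3 SD below the library mean, with starting fluorescence within 5 SD of its mean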;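 note: negative B-score means less thallium flux so channel inhibition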
# * marks the source's active call; other numbers are inactive results; i = inactive; u = inconclusive.
Compound	SKKanGAS inh	hERG rescue	TMEM16A act	HDAC3 inhib	KCNQ1 pot	KCNQ1 inh	TMEM16A inh	RGS4 block	KCNK3 inh	RGS4 pot	KCNK9 inh
O=C(NCc1ccccn1)Nc1ccc(Cl)cc1Cl	32	-4	i	-8	i	i	i	i	i	i	i
Cc1c(Cl)cccc1NC(=O)Cn1c(-c2ccc(F)cc2)noc1=O	7	-13	i	-3	i	i	i	i	i	i	i
O=S(=O)(NCc1cccs1)c1cccc2cccnc12	-6	-8	i	-3	i	i	i	i	i	i	i
COc1ccc(OCCSc2nnc(-c3ccccc3)n2N)cc1	-3	-4	i	-1	i	i	i	i	i	i	i
COc1ccc(C(=O)NCC(=O)OCc2csc(-c3ccccc3)n2)cc1	-13	-8	i	-3	i	i	i	i	i	i	i
COCCNC(=O)CSc1nnc(NC(=O)C2CC(=O)N(c3ccccc3OC)C2)s1 (stereo not given)	7	-8	i	-2	i	i	i	i	i	i	i
Cc1ccc(CSc2nnc(-c3ccncc3)n2C)cc1	4	-11	i	-3	i	i	i	i	i	i	i
CC(C)C(c1nnnn1Cc1ccc(F)cc1)N1CCN(C2CCCC2)CC1 (stereo not given)	-4	-3	i	-2	i	i	i	i	i	i	i
Cc1cc([N+](=O)[O-])ccc1NC(=O)CCC(=O)N1CCCCC1	-2	-6	i	6	i	i	i	i	i	i	i
C=C(C)CSc1nc2sc3c(c2c(=O)n1-c1ccccc1)CCN(C)C3	18	-12	i	-5	i	i	i	i	i	-7.5*	i
COc1ccc(NC2C=CS(=O)(=O)C2)c(OC)c1 (stereo not given)	-2	-1	i	7	i	i	i	i	i	i	i
CC(=O)c1ccc(NC(=S)NC(NC(=O)c2ccco2)C(Cl)(Cl)Cl)cc1 (stereo not given)	13	-3	i	-3	i	i	i	i	i	i	i
CSc1ccc(C(=O)C2CCCN(S(=O)(=O)N(C)C)C2)cc1 (stereo not given)	0	-3	i	1	i	i	i	i	i	i	i
CC(C)(C)C1CCC(=NNC(=O)c2cc3c(s2)CCCC3)CC1 (stereo not given)	0	-1	i	9	i	i	i	i	i	i	i
CCN(c1ccc(Cl)cc1)S(=O)(=O)c1nnc(NC(=O)C(C)C)s1	9	-1	i	8	i	i	i	i	i	i	i

# As a working copy, some entries already given.
Compound	SKKanGAS inh	hERG rescue	TMEM16A act	HDAC3 inhib	KCNQ1 pot	KCNQ1 inh	TMEM16A inh	RGS4 block	KCNK3 inh	RGS4 pot	KCNK9 inh
O=C(NCc1ccccn1)Nc1ccc(Cl)cc1Cl	32	-4	i	-8	i	i	i	i	i	i	i
Cc1c(Cl)cccc1NC(=O)Cn1c(-c2ccc(F)cc2)noc1=O	7	-13	i	-3	i	i	i	i	i	i	i
O=S(=O)(NCc1cccs1)c1cccc2cccnc12	-6	-8	i	-3	i	i	i	i	i	i	i
COc1ccc(OCCSc2nnc(-c3ccccc3)n2N)cc1	-3	-4	i	-1	i	i	i	i	i	i	i
COc1ccc(C(=O)NCC(=O)OCc2csc(-c3ccccc3)n2)cc1	-13	-8	i	-3	i	i	i	i	i	i	i
COCCNC(=O)CSc1nnc(NC(=O)C2CC(=O)N(c3ccccc3OC)C2)s1 (stereo not given)	7	-8	i	-2	i	i	i	i	i	i	i
Cc1ccc(CSc2nnc(-c3ccncc3)n2C)cc1	4	-11	i	-3	i	i	i	i	i	i	i
CC(C)C(c1nnnn1Cc1ccc(F)cc1)N1CCN(C2CCCC2)CC1 (stereo not given)	-4	-3	i	-2	i	i	i	i	i	i	i
Cc1cc([N+](=O)[O-])ccc1NC(=O)CCC(=O)N1CCCCC1	-2	-6	i	6	i	i	i	i	i	i	i
C=C(C)CSc1nc2sc3c(c2c(=O)n1-c1ccccc1)CCN(C)C3	18	-12	i	-5	i	i	i	i	i	-7.5*	i
COc1ccc(NC2C=CS(=O)(=O)C2)c(OC)c1 (stereo not given)	-2	-1	i	7	i	i	i	i	i	i	i
CC(=O)c1ccc(NC(=S)NC(NC(=O)c2ccco2)C(Cl)(Cl)Cl)cc1 (stereo not given)	13	-3	i	-3	i	i	i	i	i	i	i
CSc1ccc(C(=O)C2CCCN(S(=O)(=O)N(C)C)C2)cc1 (stereo not given)	0	-3	i	1	i	i	i	i	i	i	i

# Next entries.
# Every second line gives: SKKanGAS inh | hERG rescue | TMEM16A act | HDAC3 inhib | KCNQ1 pot | KCNQ1 inh | TMEM16A inh | RGS4 block | KCNK3 inh | RGS4 pot | KCNK9 inh
- Cc1cccc(C(=O)O/N=C/c2ccc(Br)cc2)c1
  -1 | -2 | i | 14 | i | i | i | i | i | i | i
- Cc1ccc(S(=O)(=O)N2CC(O)CC2C(=O)NCc2ccc3c(c2)OCO3)cc1 (stereo not given)
  4 | -2 | i | -4 | i | i | i | i | i | i | i
- Cc1ccc(-c2noc(C3CCCN(C(=O)c4ccccc4Br)C3)n2)o1 (stereo not given)
  5 | -11 | i | -1 | i | i | i | i | i | i | i
- CCOc1cccc(C(=O)Nc2cnn(Cc3ccccc3)c2)c1
  -3 | -3 | i | -7 | i | i | i | i | i | i | i
- CC(C)C(c1nnnn1C(C)(C)C)N1CCN(Cc2cccnc2)CC1 (stereo not given)
  -11 | -22 | i | -3 | i | i | i | i | i | i | i
- Cc1ccc(C(=O)NC(Cc2c[nH]c3ccccc23)C(=O)O)cc1 (stereo not given)
  3 | -10 | i | 7 | i | i | i | i | i | i | i
- COC(C(=O)Nc1ccnn1C1CCN(Cc2cccc(C)n2)CC1)c1ccccc1 (stereo not given)
  6 | -5 | i | u | i | i | i | i | i | i | i
- Nc1ccc(C(=O)Nc2ccc(OC(F)(F)C(F)F)c(NC(=O)c3ccc(N)cc3)c2)cc1
  21 | -16 | i | u | i | i | i | i | i | i | i

# Compound activity: PubChem, several laboratories
